PAX8 inh HTS – lowers PAX8-driven luciferase in RMG-I cells; RMG-I TPO-luciferase reporter, SteadyGlo, 24 h; AID 652154; inhibition, % at 12.6 µM; 360,000 compounds, 1.2% hits;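 active means mean replicate inhibition at least 60% with every replicate also reaching 60%; inconclusive means only one of the two criteria is met; inactive means mean below 60% and not all replicates reaching 60%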;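 further: luciferase light reporting Pax8 driven TPO promoter activity; plate controls were median of neutral control wells for no effect and mitoxantrone controls for full effect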
ARNT-TACC3 inh – disruptors of human ARNT/TACC3 interaction; 390,000 compounds, 0.66% hits; Q9Y6A5; AlphaScreen His-ARNT PAS-B/GST-TACC3 binding, luminescence; TACC3 fragment carries E629A point mutation; inhibition, % at 9.99 µM;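 active means mean inhibition of replicates at least 50% and at least half of replicates each reaching 50%; inconclusive means half or more replicates reach 50% but mean below 50%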;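 further: 0% = complete ARNT plus TACC3 wells and 100% = ARNT alone without TACC3; many hits fall short of the cut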
DENV2 CPE rescue – protects cells from dengue virus 2 cytopathic effect; DENV2-infected cells, cytopathic effect rescue, plate reader; AID 651640; CPE inhibition, % at 9.99 µM; 350,000 compounds, 1.7% hits; in the data active means CPE inhibition above about 20%, passing the limit was not always enough; inconclusive means no clear call, values can overlap the other calls; tested in BHK-21 cells;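 further: 0% = median of neutral control wells and 100% = median of positive control wells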
EWS-Fli inh – EWS/Fli transcriptional activity inhibition; A673 NR0B1-luciferase reporter, viability-normalised; inhibition, % at 12.6 µM; 350,000 compounds, 0.67% hits; AID 651661;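 active means mean inhibition of at least 50% after viability correction, with every replicate also passing that limit; inconclusive means mean reaches 50% but only one of two replicates passes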;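 further: firefly luciferase signal divided by Alamar Blue viability fluorescence both relative to DMSO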
Casp6 inh – caspase-6 (human) enzyme inhibition; P55212; purified caspase-6, Z-VEID-R110 cleavage fluorescence; inhibition, % at 12.5 µM; 350,000 compounds, 0.53% hits; AID 686996;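 active means mean inhibition across replicates at least about 35%, with every replicate also reaching that limit, limit read from the data; inconclusive means only one of the two criteria met; inactive means neither criterion met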;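 further: 0% = median of neutral control wells and 100% = no fluorescence left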
Target sequence (P55212 24-179 limits assumed): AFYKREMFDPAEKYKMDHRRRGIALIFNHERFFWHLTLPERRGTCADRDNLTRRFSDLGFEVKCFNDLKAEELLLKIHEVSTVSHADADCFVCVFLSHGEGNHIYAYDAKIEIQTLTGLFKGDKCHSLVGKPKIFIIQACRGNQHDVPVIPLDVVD
Target sequence (P55212 194-293 limits assumed): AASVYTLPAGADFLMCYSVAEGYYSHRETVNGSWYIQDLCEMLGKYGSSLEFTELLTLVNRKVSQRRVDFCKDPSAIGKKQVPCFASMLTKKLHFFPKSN
LGR2 inh – blocks bursicon-induced cAMP signaling via Drosophila LGR2. HEK293 LGR2, CRE-luciferase, bursicon-stimulated, 4 h. inhibition, % at 9.99 µM. 380,000 compounds, 0.35% hits. AID 720647;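 active means drop in luminescence signal, shown as inhibition above about 50% in the replicate tests, limit read from the data, passing the limit was not always enough; inconclusive means probably only some replicates passing the limit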;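 further: agonist challenge used bursicon conditioned medium at about half maximal strength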
SIRT5 inh – sirtuin-5 (human) deacylase inhibition; Q9NXA8; Purified SirT5, succinyl-peptide AMC, trypsin-coupled fluorescence; inhibition, % at 15 µM; 330,000 compounds, 1.1% hits; in the data active means inhibition above about 15%; inconclusive means no clear call, values can overlap the other calls
Target sequence (Q9NXA8 whole entry, looked up): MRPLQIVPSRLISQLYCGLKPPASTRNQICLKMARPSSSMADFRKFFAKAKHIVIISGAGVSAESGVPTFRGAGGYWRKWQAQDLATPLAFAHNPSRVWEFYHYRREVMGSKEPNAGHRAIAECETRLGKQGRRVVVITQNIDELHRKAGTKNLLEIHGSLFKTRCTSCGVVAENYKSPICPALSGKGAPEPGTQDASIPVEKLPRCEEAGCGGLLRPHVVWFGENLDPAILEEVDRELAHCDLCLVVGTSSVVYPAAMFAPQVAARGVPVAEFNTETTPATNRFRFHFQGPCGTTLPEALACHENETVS
* = called active by the depositor; ? = inconclusive; nt = not tested or not shown.

Values in the order: PAX8 inh HTS, ARNT-TACC3 inh, DENV2 CPE rescue, EWS-Fli inh, Casp6 inh, LGR2 inh, SIRT5 inh
CN(C)S(=O)(=O)c1cccc(NC(=O)Cc2ccc(-c3ccccc3)cc2)c1
 : 4, -3, 2, 6, 5, 7, -4
CC(C)C(=O)Nc1nc2c(ncn2C2CC(O)C(CO)O2)c(=O)[nH]1 (stereo unspecified)
 : -26, -2, -4, -6, 3, 3, -1
CCCC(C)(C)C(=O)N1CCC1(C)C(=O)Nc1cccc(OC)c1 (stereo unspecified)
 : 12, nt, 4, 18, 2, 1, nt
COc1cccc(-n2c(=O)c3ccccc3n(CC(=O)NCC3CCCO3)c2=O)c1 (stereo unspecified)
 : -2, -8, -5, -4, -4, -4, -1
CC1CCN(S(=O)(=O)c2ccc3c(c2)N(CC(=O)NCCCN2CCCC(C)C2)C(=O)CS3)CC1 (stereo unspecified)
 : 0, -8, 19, nt, -18, 3, -7
Cc1ccc(S(=O)(=O)N(C)C[C@H]2Oc3c(NC(=O)NC(C)C)cccc3C(=O)N([C@@H](C)CO)C[C@@H]2C)cc1
 : -3, -3, 1, 9, 0, -9, -6
COC1CCN(C(=O)c2cc(COc3ccc(-n4cncn4)cc3)on2)CC1
 : -4, -5, ?, 1, 2, 1, 2
O=C(NC1CCC(O)CC1)c1ccc(-c2ccc(Cl)cc2)o1 (stereo unspecified)
 : -131, 7, 7, -105, 1, 10, -5
CCc1cc(C(=O)N2CCCC(CO)(Cc3ccc(F)cc3)C2)n(C)n1 (stereo unspecified)
 : -18, 10, -1, -11, 0, -2, -3
Cc1c(Cl)cccc1NC(=S)N(Cc1cccnc1)Cc1ccccc1Cl
 : 5, 3, 3, 6, -3, -4, -3
C[C@@H](NC(=O)[C@@H]1Cc2ccccc2CN1)C(=O)Nc1ccc2c(c1)OCO2
 : nt, -1, 10, -26, 0, -95, 0
CN1CCC(NC(=S)Nc2cccc([N+](=O)[O-])c2)CC1
 : 18, 13, 0, 2, -41, -15, -3
CCCn1c(SC(C)C(=O)NC2CC2)nnc1-c1ccncc1 (stereo unspecified)
 : 3, nt, 3, -1, 0, 12, 0
CN1CCN(C(=S)c2cn(CCOc3ccccc3F)c3ccccc23)CC1
 : 3, 22, nt, 3, -5, -31, -2
NCc1ccccc1COc1ccccc1
 : -9, -8, 1, -11, 2, 1, -3
Cc1sc(N)nc1-c1ccc2c(c1)OCCO2
 : -23, -2, 1, -31, -2, -12, 0
Fc1ccccc1C1c2cccn2CCN1C(=S)Nc1cccc(Br)c1 (stereo unspecified)
 : -2, 2, 1, 9, 6, -5, 2
CCN1C(=O)[C@H]2[C@@H](c3ccc(-c4ccc(Cl)c(Cl)c4)cc3)N[C@@](Cc3ccccc3)(C(=O)OC)[C@H]2C1=O
 : -3, 3, 1, 2, 3, 6, -3
COC(=O)[C@]12C[C@H](CC(=O)NCc3ccccc3)C(=O)N(Cc3ccc4c(c3)OCO4)C1=C[C@H](C(C)(C)C)O[C@@H]2C
 : 5, nt, 3, 7, -6, 41, nt
Cc1noc(C)c1S(=O)(=O)Nc1ccc2c(c1)C(=O)N([C@H](C)CO)C[C@@H](C)[C@@H](CN(C)C(=O)C1CCCCC1)OCCCC[C@H](C)O2
 : 24, -9, -6, -1, -3, 5, -4
COc1ccc2c(c1)C(CC(=O)NN)CCC2 (stereo unspecified)
 : -19, nt, 9, 1, -2, -10, 2
Cc1c(Cl)cccc1NC(=O)Nc1cnccn1
 : -82, -2, 0, nt, -1, 10, -1
Cc1ccc(OCCNC(=O)CNC(=O)c2ccc3c(c2)OCO3)cc1
 : 2, -7, 1, 0, 1, -17, -5
CCCCN1C(=O)C(CC(=O)NCCCN(C)C)CC(C(=O)N(C)C)=C1C (stereo unspecified)
 : -13, nt, -2, -1, -38, -7, 1
CCOc1ccc(NC(=O)CCNS(=O)(=O)c2ccc3c(c2)oc(=O)n3C)cc1
 : -4, -3, -4, 9, -1, -5, -4
O=C(C[C@H]1C=C[C@@H](NC(=O)Nc2ccccc2)[C@@H](CO)O1)NCc1cccc(F)c1
 : nt, nt, -9, nt, nt, 9, -2
CC(C)CC(C(=O)OCC(=O)c1c(N)n(C)c(=O)n(C)c1=O)N1C(=O)C2CC=CCC2C1=O (stereo unspecified)
 : 14, 4, 6, -5, -1, 18, -1
Cc1cccc(C)c1Nc1nnc(SC(C)C(=O)Nc2c(C)n(C)n(-c3ccccc3)c2=O)s1 (stereo unspecified)
 : -1, -5, 11, 6, 11, 1, -1
CO[C@H]1CN(C)C(=O)c2ccc(NC(C)=O)cc2OC[C@H](C)N(C(=O)c2cccnc2)C[C@@H]1C
 : 13, nt, 3, 11, -1, -16, nt
Cc1nc(SCC(=O)Nc2ccc(CN3CCCC3)cc2)c2c(C)c(C)sc2n1
 : 6, 4, 1, 12, -23, -4, -5
CN1CCN(c2cccc3c2S(=O)(=O)N[C@H](Cc2ccccc2)CO3)CC1
 : 0, nt, ?, -4, -10, -50, -1
Clc1cccc(NC2=NCCC2)c1
 : nt, -4, nt, nt, -16, -13, 0
O=C(NCc1ccc(Cl)cc1)C1CCN(C(=O)c2ccc(Cl)cc2)CC1
 : 6, 2, -4, 11, 5, 22, 2
COc1nc(N2CCOCC2)nc(-n2cccc2)n1
 : nt, -1, nt, nt, -4, -12, 23*
O=S(=O)(c1ccccc1)N1CC[C@@H]2[C@H](CO)Nc3ccc(C#Cc4ccccc4F)cc3[C@@H]21
 : 13, -11, 9, -4, -1, 12, 7
C[C@@H]1CCCCO[C@@H](CN(C)Cc2ccc(C(=O)O)cc2)[C@@H](C)CN([C@H](C)CO)C(=O)c2cc(NS(=O)(=O)c3cn(C)cn3)ccc2O1
 : -19, -1, 11, -5, nt, 1, nt
Cc1cc2c(cc1C)-c1nnnn1C(N1CCCC1)C(=O)N2 (stereo unspecified)
 : 6, nt, -2, 4, -6, 17, 0
CC(=O)N1CCc2cc(S(=O)(=O)NCc3ccc(C)cc3)ccc21
 : 12, 0, -1, nt, 0, -4, -2
COc1ccc(C(=O)Nc2ccc3c(c2)OC[C@@H](C)N(C(C)=O)C[C@@H](C)[C@@H](OC)CN(C)C3=O)cc1
 : nt, 22, 1, -2, 3, -14, 2
COc1ccc(C(=O)Nc2sc(C)c(C)c2CN2CC(C)OC(C)C2)cc1 (stereo unspecified)
 : 44, -4, 13, -19, -1, nt, -1
COc1ccc(-c2nnc(SCC(=O)N(C)C3CCS(=O)(=O)C3)n2C(C)C)cc1 (stereo unspecified)
 : 6, -5, -1, 18, 3, 16, nt
C[C@H](CO)N1C[C@H](C)[C@@H](CN(C)C(=O)c2ccncc2)OCCCC[C@H](C)Oc2ccc(NS(=O)(=O)c3ccc(Cl)cc3)cc2C1=O
 : -7, -2, 2, -6, -1, 14, 2
COc1ccc(NC(=O)Nc2ccc3c(c2)C(=O)N([C@@H](C)CO)C[C@@H](C)[C@@H](CN(C)C(=O)Nc2ccc(OC)cc2)OCCCC[C@H](C)O3)cc1
 : -18, nt, 15, -3, 0, -4, 2
Cc1cc(C)c(S(N)(=O)=O)c(C)c1N(C)S(=O)(=O)c1ccccc1
 : -2, nt, 12, -4, 0, -8, 1
Cc1noc(C)c1NC(=O)Nc1cccc2c1O[C@@H](CN(C)S(=O)(=O)c1ccccc1)[C@H](C)CN([C@H](C)CO)C2=O
 : -20, nt, nt, 5, nt, -3, nt
COc1ccc(CN(C)C[C@H]2Oc3ccc(NC(=O)Nc4ccc(F)cc4)cc3CC(=O)N([C@H](C)CO)C[C@@H]2C)cc1
 : 22, nt, 1, 21, 4, 17, 4
Cn1c(N)c(C(=O)CSc2nnc(-c3c[nH]c4ccccc34)n2C2CC2)c(=O)[nH]c1=O
 : 15, -3, 4, 2, -2, -2, -1
COc1ccc(S(=O)(=O)N(C)C[C@H]2Oc3c(NS(=O)(=O)c4ccc(C)cc4)cccc3C(=O)N([C@@H](C)CO)C[C@@H]2C)cc1
 : nt, 1, ?, 4, -1, 16, 2
COc1cccc(-n2nnc3c(=O)n(C/C=C/c4ccccc4)cnc32)c1
 : -12, -7, -1, 3, -1, 12, -4
COc1ccc(S(=O)(=O)Nc2ccc3c(c2)[C@H]2C[C@@H](CC(=O)O)O[C@@H](CO)[C@H]2O3)cc1
 : 6, nt, -2, nt, 1, -18, 1

Next records follow:
Values in the order: PAX8 inh HTS, ARNT-TACC3 inh, DENV2 CPE rescue, EWS-Fli inh, Casp6 inh, LGR2 inh, SIRT5 inh
O=C(Nc1ccc(C(=O)N2CCCC2)cc1)c1ccccc1[N+](=O)[O-]
 : 2, 3, 0, 4, -2, 3, -5
CC(C)c1nnc(NC(=O)CCC(=O)NCc2ccccc2Cl)s1
 : -4, -5, 0, nt, -2, 7, 1
COCCCNC(=S)N/N=C/c1ccc(OC)cc1
 : -17, 1, 12, 0, 0, -10, 4
COc1ccc(N2C[C@H](C)[C@@H](CC(=O)Nc3ccccc3)C2=O)cc1
 : 9, nt, 18, -5, 3, -2, -10
Nc1nonc1C(=O)NCCNC(=O)c1cccc(Cl)c1
 : -13, 21, ?, 1, -3, -12, 0
COc1ccc(S(=O)(=O)Nc2cc3c4c(c2)CCC(=O)N4CCC3)cc1
 : 1, -8, -1, -20, -2, -4, 0
CN(C)c1nc(-c2cccnc2)nc(-c2ccc(Cl)cc2)c1C#N
 : -1, 0, 12, 3, -1, nt, -1
C[C@@H]1CN([C@H](C)CO)S(=O)(=O)c2ccc(C#C[C@@H](C)O)cc2O[C@H]1CN(C)C(=O)CN(C)C
 : nt, -6, -11, 6, -4, 11, -1
CCCC[C@@H]1C[C@H]1[C@@H](NC(=O)c1ccccc1)c1ccccc1C(F)(F)F
 : -22, -1, -6, -7, nt, -11, nt
CCc1ccccc1NC(=S)N(CCc1ccncc1)C(C)C
 : 9, -7, 3, 3, 1, 7, 4
Cc1occc1C(=O)NNC(=S)NCC(C)C
 : nt, -2, nt, -2, 3, 8, 19*
CNC(=S)N/N=C(\C)c1ccccc1
 : -24, 7, 1, 1, -4, 2, 2
CCOC(=O)c1ccc(NCCOC)c([N+](=O)[O-])c1
 : -65, 8, -1, -6, 0, -55, 1
CCOC(=O)c1cc(-c2ccccc2C)nn1Cc1cc(C)no1
 : -153, -8, 32*, -12, nt, -36, nt
O=C(NCc1ccc(F)cc1)c1cnc2sccn2c1=O
 : -4, -8, -7, -6, 1, -8, -1
C[C@H](CO)N1C[C@H](C)[C@@H](CN(C)C(=O)C2CC2)Oc2ncc(C#CC3CCCC3)cc2C1=O
 : nt, -3, 25*, 10, -2, -46, 0
Cc1c(CN2CCC(n3nccc3NC(=O)c3cccc(F)c3)CC2)cnn1C
 : nt, 16, 10, 3, -7, 22, 2
C[C@H]1CN([C@@H](C)CO)C(=O)Cc2cc(NS(=O)(=O)c3ccccc3)ccc2O[C@@H]1CN(C)Cc1ccc(-c2ccccc2)cc1
 : 13, -1, 40*, -5, -1, 6, 14
Nc1nc(N2CCN(c3ccc(F)cc3)CC2)n[nH]1
 : -6, 1, -2, -7, 2, -7, -2
CC(C)CC#Cc1cnc2c(c1)C(=O)N([C@@H](C)CO)C[C@H](C)[C@H](CN(C)C(=O)c1cnccn1)O2
 : nt, -3, -7, -17, -1, -3, -3
CN(CC(=O)N1CCN(Cc2ccccc2)CC1)C(=O)Cc1ccc(Cl)c(Cl)c1
 : 13, 1, 18, 4, -5, -4, -6
CCNC(=O)C[C@H]1CC[C@H]2[C@@H](COC[C@H](O)CN2C(=O)CC)O1
 : 4, 8, -4, -5, -1, 13, -2
COc1ccc(NC(=O)Nc2ccc3c(c2)C(=O)N([C@@H](C)CO)C[C@@H](C)[C@H](CN(C)C(=O)Nc2ccc(C(F)(F)F)cc2)OCCCC[C@H](C)O3)cc1
 : -1, 18, ?, 1, -1, 5, 10
CCOc1ccc(S(=O)(=O)Nc2ccc(C(=O)N(C)CC(=O)Nc3ccc(OC)cc3)cc2)cc1
 : 1, 4, 8, 2, 1, -3, -1
C[C@H](CO)N1C[C@H](C)[C@@H](CN(C)C(=O)c2ccccc2)OCCCC[C@H](C)Oc2ccc(NC(=O)CCC(F)(F)F)cc2C1=O
 : 0, -8, -7, 2, -4, 1, -4
O=C(CSc1ncnc2c1oc1ccccc12)Nc1nc2ccccc2s1
 : 0, -1, -6, -12, -2, -42, nt

The order is random; overall some 4.9% were active at least once.
